TRAIL sens C8: caspase-8 TRAIL sensitization; NB7+C8 cells + TRAIL, ATPlite viability luminescence; inhibition (viability loss, TRAIL sensitization), % at 10 µM; hit rate 1% among 360,000; AID 624354;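 active = compounds causing at least 50% loss of cell viability in the single-dose screen, relative to plate controls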
NCOA1 inh: inhibitors of human steroid receptor coactivator 1 (SRC1) | inhibition, % at 3.6 µM | hit rate 0.12% among 360,000 | Q15788 | HEK293 GAL4-SRC1 luciferase reporter, luminescence | AID 588354;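 active = inhibition above the campaign mean plus 3 SD, with each screening campaign given its own cutoff, cut at about 60% in these data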;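 also: 0% = DMSO treated cells and 100% = gossypol at 36 µM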
Vif inh: inhibitors of HIV Vif; HEK293T cells, Vif self-association by quenched fluorescence, imaging, 24 h; inhibition, % at 7.49 µM; hit rate 0.35% among 340,000; AID 602346; in the data active = inhibition above about 50%, passing the limit was not always enough; inconclusive = no clear call, values can overlap the other calls; inactive = below about 31%; also: some results filed as inactive read as strong as hits
TLR9-MyD88 inh: inhibitors of human TLR9-MyD88 binding. AID 504734. hit rate 0.21% among 340,000. CHO BLA complementation TLR9-MyD88, CCF4 FRET ratio. inhibition, % at 4.98 µM. Q9NR96+Q99836;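 active = inhibition above the mean over all tested compounds plus 3 SD, cut at about 21% in these data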;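 also: 0% = DMSO only wells and 100% = clavulanate BLA inhibitor control wells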
NOD2 RIPK2 PPI: inhibitors of human NOD2-RIPK2 interaction. hit rate 0.38% among 360,000. CHO BLA complementation NOD2-RIPK2, CCF4 ratio. inhibition, % at 4.98 µM; in the data active = inhibition above about 21%;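 also: 0% = vehicle only and 100% = reference blocker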
SRC2 inh: human SRC2 (NCOA2) inhibition; HEK293 GAL4-SRC2 luciferase reporter, luminescence; Q15596; AID 651957; inhibition, % at 9 µM; hit rate 0.17% among 370,000;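 active = inhibition above the mean inhibition of all tested compounds plus 3 SD, set per campaign, cut at about 52% in these data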;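 also: 0% = DMSO treated cells and 100% = cells given Gossypol at 36 µM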
TROY signal inh: inhibitors of TROY-dependent NF-kB signaling. Q293 LMP1-TROYcd NF-kB luciferase reporter, 4 h. inhibition, % at 10 µM. hit rate 0.98% among 360,000. AID 1347056;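 active = compounds whose plate-normalised and pattern-corrected inhibition of the luciferase reporter signal at the single screening dose is 50% or more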
NR2F2 inh: blocks human COUP-TFII nuclear receptor | P24468 | HEK293T NGFI-A luciferase reporter, luminescence | inhibition, % at 8.6 µM | hit rate 0.7% among 370,000 | AID 686940;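 active = inhibition above a per-plate cutoff, mean inhibition of test wells between control levels plus 3 SD, cut at about 38% in these data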;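 also: cells cotransfected with COUP-TFII expression vector driving the NGFI-A reporter; 0% = median of COUP-TF2 test wells and 100% = reporter-only cells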
Target sequence (P24468 whole entry, looked up): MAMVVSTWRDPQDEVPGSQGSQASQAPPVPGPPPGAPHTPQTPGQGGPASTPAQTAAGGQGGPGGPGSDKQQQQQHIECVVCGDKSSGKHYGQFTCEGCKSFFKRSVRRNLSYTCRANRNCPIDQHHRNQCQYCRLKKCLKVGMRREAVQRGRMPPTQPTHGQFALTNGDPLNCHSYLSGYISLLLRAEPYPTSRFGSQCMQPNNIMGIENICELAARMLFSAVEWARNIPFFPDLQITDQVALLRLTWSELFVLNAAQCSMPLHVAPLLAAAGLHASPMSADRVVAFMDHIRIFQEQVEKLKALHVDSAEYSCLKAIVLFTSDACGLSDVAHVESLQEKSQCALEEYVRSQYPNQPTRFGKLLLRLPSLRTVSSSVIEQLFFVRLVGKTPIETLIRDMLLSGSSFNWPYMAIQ
NCOA3 inh: human NCOA3 inhibition; inhibition, % at 3.6 µM; HEK293 GAL4-SRC3 luciferase reporter, luminescence; AID 588352; hit rate 0.17% among 360,000;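 active = inhibition above a per-campaign cutoff, the mean of all compounds plus 3 SD, cut at about 60% in these data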;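 also: 0% = DMSO-treated cells and 100% = gossypol-treated cells at 36 µM; higher means less SRC3-driven luciferase light from the GAL4 reporter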
NR5A2 inv ag: suppresses constitutive activity of human LRH-1; inhibition, % at 3.6 µM; HEK293T StAR-luciferase reporter, LRH-1 transfected, 24 h; O00482; hit rate 0.13% among 360,000;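 active = inhibition above the mean inhibition of all tested compounds plus 3 SD, cut at about 73% in these data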;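 also: 0% = DMSO wells and 100% = reporter-only cells lacking LRH-1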
Target sequence (O00482 whole entry, looked up): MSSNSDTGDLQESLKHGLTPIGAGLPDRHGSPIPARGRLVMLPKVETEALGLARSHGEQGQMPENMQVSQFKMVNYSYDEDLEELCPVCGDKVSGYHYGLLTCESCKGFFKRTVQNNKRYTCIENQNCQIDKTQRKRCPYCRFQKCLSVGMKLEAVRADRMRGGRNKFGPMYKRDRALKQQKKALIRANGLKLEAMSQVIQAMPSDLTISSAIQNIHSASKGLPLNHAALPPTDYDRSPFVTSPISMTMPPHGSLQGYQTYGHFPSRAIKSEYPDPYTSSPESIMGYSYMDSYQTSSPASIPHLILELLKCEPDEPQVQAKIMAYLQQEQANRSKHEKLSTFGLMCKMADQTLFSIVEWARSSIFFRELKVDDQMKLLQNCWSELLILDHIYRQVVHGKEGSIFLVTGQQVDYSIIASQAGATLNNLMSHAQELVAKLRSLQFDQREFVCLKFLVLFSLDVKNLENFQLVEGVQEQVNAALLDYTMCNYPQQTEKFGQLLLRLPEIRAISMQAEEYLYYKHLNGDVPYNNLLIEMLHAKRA
EBV LMP1 NFkB: reduces LMP1-driven NF-kappaB luciferase signal; AID 504558; LMP1-induced NF-kappaB luciferase reporter cells, luminescence; hit rate 0.69% among 350,000; inhibition, % at 12.5 µM; in the data active = inhibition above about 41%; inconclusive = no clear call, values can overlap the other calls;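 also: 0% = neutral control wells and 100% = reference inhibitor control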
Starred values were filed as active, the others as inactive; ? = inconclusive; nt = not tested or not shown. This is a subset (hit frequency here may not be typical).

SMILES | TRAIL sens C8 | NCOA1 inh | Vif inh | TLR9-MyD88 inh | NOD2 RIPK2 PPI | SRC2 inh | TROY signal inh | NR2F2 inh | NCOA3 inh | NR5A2 inv ag | EBV LMP1 NFkB
O=C(Nc1ccccc1Cl)Nc1ccnn1C1CCN(C(=O)CCN2CCCO2)CC1 | 0 | -53 | -9 | 16 | -2 | -8 | -5 | 5 | -13 | 4 | 7
Cn1c(SCC(=O)c2ccc(F)cc2)nnc1-c1cnccn1 | -5 | -21 | 122* | 3 | 8 | -29 | -39 | -18 | -6 | -17 | -14
COc1cc(C2C(C(=O)c3cc4ccccc4o3)=C(O)C(=O)N2CCN2CCOCC2)ccc1OCCC(C)C (stereo unspecified) | -12 | 0 | -5 | 4 | -3 | 8 | 8 | 18 | 6 | 3 | -3
CC(C)c1nnc(NC(=O)CCC(=O)N2CCN(Cc3ccccc3)CC2)s1 | -1 | -9 | -8 | 6 | 0 | 10 | 8 | 6 | 2 | 5 | 4
CCc1nn(CC(=O)NCCCN2CCN(C)CC2)c(=O)c2cc3sccc3n12 | 8 | -15 | 10 | -8 | 2 | 28 | 2 | 11 | 7 | 10 | 4
O=C(COc1ccccc1)Nc1ccc2[nH]ncc2c1 | 17 | -21 | ? | 5 | -3 | 17 | 5 | -21 | -11 | 1 | -3
COc1cccc(C(C)(O)c2nc(-c3csc4ccccc34)cs2)c1 (stereo unspecified) | -10 | 14 | 4 | nt | 4 | -1 | -2 | -8 | 3 | -3 | nt
O=C(c1ccccc1)N(C(=O)c1ccccc1)c1ncnc2c1C(c1ccccc1)c1c(ccc3ccccc13)O2 (stereo unspecified) | 7 | 1 | -3 | 7 | -7 | 19 | 10 | -4 | -14 | 4 | -16
CN(C)S(=O)(=O)c1ccc2c(c1)c(=O)c(C(=O)N1CCOCC1)cn2C | -17 | -2 | 0 | -3 | 0 | 12 | 2 | -18 | 0 | 17 | -4
CCOc1cc(/C=C2\C(=O)N(CCc3ccc(OC)c(OC)c3)C(C)=C2C(=O)OC)ccc1O | 4 | -9 | 2 | -1 | -3 | 5 | -3 | -2 | 0 | -15 | 14
O=C(NCc1ccco1)C1Cc2ccccc2CN1S(=O)(=O)c1ccccc1F (stereo unspecified) | -21 | -20 | 0 | 0 | -3 | 18 | -1 | 20 | 11 | 2 | -3
O=C(Nc1nnc(SCc2ccc(F)cc2)s1)c1ccc2ncsc2c1 | -5 | -62 | -1 | -4 | -12 | -55 | 27 | -16 | -50 | -114 | -27
COc1ccccc1NC(=O)Cn1cnc2c(nc3n2CCCCC3)c1=O | 2 | -16 | -5 | -6 | -4 | -9 | -7 | -21 | 4 | -18 | -2
CSc1nc2ccc(Cl)cc2[nH]1 | 6 | 5 | 4 | 5 | -3 | 2 | -13 | -7 | 5 | -18 | 7
COc1ccc(-c2nnc(SCc3ccc(C(=O)O)cc3)n2C)cc1OC | 12 | -21 | -3 | 4 | -12 | -47 | 10 | -3 | 8 | 4 | 16
CCCCn1nnnc1NCc1cc(OC)c(OC)cc1OC | -8 | -1 | -9 | -3 | -16 | 5 | 1 | 0 | -37 | -14 | -2
CCN(CC(=O)NCC(=O)Nc1ccc(Br)cc1C)Cc1ccccc1 | -12 | -15 | -14 | 0 | 0 | 11 | 32 | 12 | 4 | 3 | 4
Cn1cccc1CC(=O)N/N=C/c1ccc([N+](=O)[O-])cc1 | -3 | -33 | 10 | nt | -12 | -19 | -3 | -4 | 4 | 19 | nt
Nc1ccc(S(=O)(=O)Nc2nc(-c3ccccc3)cc(-c3ccccc3)n2)cc1 | -1 | 6 | -9 | -2 | 5 | -26 | 4 | -20 | 6 | -23 | 6
COc1ccc(NC(=O)C2CCN(Cc3cnn(-c4ccccc4)c3-n3cccc3)CC2)cc1OC | 2 | 3 | -15 | -1 | -5 | 6 | 12 | 11 | -3 | 5 | -3
CCC(C)[C@H](NC(=O)[C@H](Cc1ccccc1)n1c(=O)[nH]c2ccccc2c1=O)C(=O)NCC1CCC(C(=O)O)CC1 (stereo partly specified) | -9 | -4 | -5 | -2 | -5 | -10 | 1 | -13 | 2 | -13 | -8
COc1ccc(S(=O)(=O)N(C)c2ccc(C(=O)N3CCN(C)CC3)cc2)cc1 | 0 | -8 | -5 | 7 | 1 | -1 | -1 | -8 | 11 | 5 | 3
N#Cc1c2n(c3c(=O)[nH]cnc13)CCCC2 | -24 | 14 | -3 | -3 | -7 | 3 | -6 | -5 | 7 | -26 | 1
O=C(NCCCn1ccnc1)c1cccc(S(=O)(=O)NCc2ccccc2)c1 | 11 | 11 | -11 | 6 | 1 | -11 | 10 | 8 | 16 | 4 | -12
Cc1cccnc1NC(=O)/C=C/c1ccc2c(c1)OCO2 | 13 | -107 | -9 | 0 | 0 | -48 | -39 | -45 | -45 | -87 | -16
COc1cc(/C=N/NC(=O)CCn2c3ccccc3c3ccccc32)ccc1O | 12 | 4 | 0 | 1 | -3 | 10 | 35 | 13 | 4 | 9 | -1
CCOC(=O)c1ccc(NC(=O)CCNS(=O)(=O)c2cc(Br)cnc2N)cc1 | 11 | -11 | 10 | -7 | -6 | 18 | 5 | -12 | 3 | 5 | -6
CC(=O)N1CCN(C(=O)CNC(=O)c2ccc(Br)o2)CC1 | 7 | 6 | -5 | 5 | -8 | -7 | 5 | -6 | -10 | -11 | 4
O=c1cc(-c2ccc(O)cc2)oc2cc(O)c(C3OC(CO)C(O)C(O)C3O)c(O)c12 (stereo unspecified) | 3 | -12 | ? | -2 | -7 | -17 | -11 | -25 | -1 | -2 | 1
COc1cccc(-c2cc3nc(-c4ccccc4)cc(N4CCN(C(=O)c5ccoc5)CC4)n3n2)c1 | 79* | 13 | -3 | -6 | 5 | 17 | 29 | 20 | -12 | 16 | 8
O=C(Cn1c(=O)sc2ccccc21)Nc1ccccc1 | 7 | -4 | -13 | 0 | -7 | -6 | 45 | 15 | -18 | 12 | -12
COC(=O)Cn1nc(-c2ccc(C)c(S(=O)(=O)N(C)C)c2)c2ccccc2c1=O | -22 | -7 | 17 | 4 | -4 | -13 | -24 | -10 | 11 | 11 | -2
CC(=O)Nc1ccc(S(=O)(=O)NCCC(=O)N2CCN(C(c3ccccc3)c3ccccc3)CC2)cc1 | 3 | 5 | 0 | 1 | -6 | -2 | 0 | 16 | -1 | 13 | 0
COc1ccc(NC(=O)COC(=O)CCc2nc3ccccc3c(=O)[nH]2)c(OC)c1 | -4 | -12 | 3 | 2 | -9 | 4 | 1 | 17 | -8 | -11 | -1
O=C(CSc1nnc(Cc2ccccc2)o1)Nc1ccccc1 | -2 | -16 | 2 | 2 | -4 | 5 | -2 | 14 | 9 | -19 | -10
CCOc1ccccc1C(=O)NC1CCN(CC(=O)Nc2cc(OC)ccc2OC)CC1 | 10 | -8 | -14 | -9 | -2 | -2 | 16 | 15 | 12 | -9 | 4
CN1N=C(C(=O)N2CCN(c3ccc([N+](=O)[O-])cc3)CC2)CCC1=O | 4 | -8 | -2 | 5 | -2 | -27 | -14 | -12 | -2 | 28 | 7
CCN(CC)Cc1cc2[nH]c3c4ccc(Cl)cc4ncc3c2cc1OC | -14 | 1 | nt | -3 | -9 | 2 | -3 | 11 | -1 | 12 | 2
O=C(CSc1n[nH]c(-c2ccncc2)n1)Nc1ccc(Cl)cc1 | 12 | -13 | -3 | 8 | 8 | 5 | 7 | 11 | 5 | 4 | -4
CS(=O)(=O)/C(C#N)=C/c1cccn1S(=O)(=O)c1cccc2ccccc12 | -7 | -17 | nt | nt | -4 | -37 | 4 | -1 | -2 | -2 | nt
O=C(/C=C\Nc1ccc2c(c1)OCO2)c1ccccn1 | 87* | 12 | nt | 5 | -9 | 73* | 75* | 46* | 34 | -34 | 72*
CCOc1ccccc1N(CC(=O)Nc1ccccc1F)S(=O)(=O)c1ccccc1 | 8 | 5 | 3 | -2 | -4 | -73 | 13 | -29 | -13 | -12 | -3
CC(=O)NCCc1ccc(S(=O)(=O)Nc2ccc(NC(=O)c3ccc(F)cc3)cc2)cc1 | 8 | -22 | -11 | -12 | -1 | 13 | 7 | 8 | -31 | -5 | 5
Cc1cccc(C(=O)N2CCN(S(=O)(=O)c3ccc4c(c3)OCCCO4)CC2)c1[N+](=O)[O-] | 4 | -6 | 3 | -6 | -14 | -19 | -2 | 3 | -9 | -9 | -1
COc1ccc(S(=O)(=O)N2CCCCC2)cc1NC(=O)CSc1ncnc2ccccc12 | 19 | 10 | -14 | 3 | 11 | -16 | -4 | -7 | 18 | -11 | 8
CCCn1nc2ccccc2c1P(=N)(N1CCOCC1)N1CCOCC1 | -5 | -3 | 21 | -1 | -2 | 6 | 1 | 8 | -11 | 3 | 2
CCOC(=O)c1sc(NC(=O)c2cccc(S(=O)(=O)N3CCc4ccccc43)c2)c(C#N)c1C | 46* | -5 | -18 | 4 | 3 | 25 | 53* | 3 | 17 | 1 | 37
CCOC(=O)c1c(-c2ccccc2)oc2ccc(OC(C)C(=O)O)cc12 (stereo unspecified) | -6 | -12 | -6 | -1 | -14 | 8 | 9 | 0 | 26 | -4 | -4
N#CCCNS(=O)(=O)c1ccc(C(=O)OCC(=O)Nc2ccc3c(c2)OCO3)cc1 | 2 | -12 | -2 | -1 | 6 | -26 | -3 | -7 | -4 | 5 | -1
O=C(CN1CCN(CC(=O)c2ccccc2)CC1)c1ccccc1 | 5 | 2 | 6 | 2 | 2 | 5 | -1 | 1 | -6 | 20 | -4
O=C(c1cccc(Cl)c1)N1CCN(Cc2c[nH]c3ccccc23)CC1 | 5 | 5 | 3 | -2 | 5 | -12 | 13 | -3 | 13 | 10 | -10
C=C1C2(C(=O)NCc3ccco3)CCC(C2)C1(C)C (stereo unspecified) | -1 | -8 | 0 | 7 | -1 | -15 | -11 | 6 | -10 | 0 | -6
Cc1cccc(-n2c(C)cc(C=C3C(=O)c4ccccc4C3=O)c2C)c1 | -3 | -41 | -5 | 4 | 0 | -10 | 80* | -16 | -8 | 10 | 10
CCOc1ccccc1NC(=O)C(OC(=O)c1ccc(NC(=O)CC#N)cc1)c1ccccc1 (stereo unspecified) | 14 | -8 | -6 | 2 | -5 | -2 | -4 | -1 | -27 | -11 | 2
Cc1ccc(NC(=O)COc2cccnc2[N+](=O)[O-])cc1S(=O)(=O)N1CCCCC1 | 16 | 10 | -6 | 5 | -6 | 23 | -4 | 21 | 5 | 8 | 13
O=C(CCS(=O)(=O)c1ccccc1)NC12CC3CC(CC(C3)C1)C2 | 16 | -128 | -5 | -13 | -1 | -77 | -17 | -64 | -89 | -84 | -23
CCc1cc2c(=O)[nH]c(-c3ccccn3)nc2s1 | 53* | -102 | -8 | 7 | -2 | -55 | 18 | -37 | -95 | -96 | 32
COc1cc(C(=O)O/N=C2\CCCc3c2ccc(OC)c3[N+](=O)[O-])cc(OC)c1OC | -17 | 6 | -16 | -1 | -3 | 9 | 9 | -9 | 6 | 0 | -12
